From PubChem BioAssay
DT40 TDP1 CPT: qHTS for Inhibitors of human tyrosyl-DNA phosphodiesterase 1 (TDP1): qHTS in cells in presence of CPT | chicken DT40 Tdp1-/-;hTDP1 cells + 20 nM CPT, ATP luminescence, 48 h | Potency, µM (highest dose often 46.2 µM), for inactives: top-dose activity change, negative = growth inhibition, usual class: inhibitors | actives 12% (n = 420,000) | AID 686979, 2013; further: nearly all actives have a fitted effect of over 55% in size
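Chicken DT40 Tdp1-/- cells complemented with human TDP1, 400 cells/well, exposed to compounds plus 20 nM camptothecin for at least 48 h at 37 C; viability read as ATP content by CellTiter-Glo luminescence.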
TDP1 cell noCPT: qHTS for Inhibitors of human tyrosyl-DNA phosphodiesterase 1 (TDP1): qHTS in cells in absence of CPT. DT40 Tdp1-/- hTDP1 cells, no CPT, ATP luminescence, 48 h. Potency, µM (top dose mostly 46.2 µM), for the others: at the highest dose activity change, negative = growth inhibition, most hits filed as inhibitors. actives 15% (n = 420,000). AID 686978, 2013; further: nearly all actives have a fitted effect of over 55% in size
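Compound effects on proliferation are scored in DT40 Tdp1-/-;hTDP1 cells in the absence of CPT. ATP levels (CellTiter-Glo luminescence) are recorded after a ≥48 hr, 37 °C incubation.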
KAT2A inh: qHTS Assay for Inhibitors of GCN5L2; GCN5L2 HAT assay, ThioGlo1 CoA-SH fluorescence; Potency, µM (top dose mostly 58.9 µM), for inactives: at the top dose activity change, negative = inhibition, actives largely listed as inhibitors; actives 0.21% (n = 390,000); AID 504327, 2011
Target sequence (Q92830 whole entry, looked up): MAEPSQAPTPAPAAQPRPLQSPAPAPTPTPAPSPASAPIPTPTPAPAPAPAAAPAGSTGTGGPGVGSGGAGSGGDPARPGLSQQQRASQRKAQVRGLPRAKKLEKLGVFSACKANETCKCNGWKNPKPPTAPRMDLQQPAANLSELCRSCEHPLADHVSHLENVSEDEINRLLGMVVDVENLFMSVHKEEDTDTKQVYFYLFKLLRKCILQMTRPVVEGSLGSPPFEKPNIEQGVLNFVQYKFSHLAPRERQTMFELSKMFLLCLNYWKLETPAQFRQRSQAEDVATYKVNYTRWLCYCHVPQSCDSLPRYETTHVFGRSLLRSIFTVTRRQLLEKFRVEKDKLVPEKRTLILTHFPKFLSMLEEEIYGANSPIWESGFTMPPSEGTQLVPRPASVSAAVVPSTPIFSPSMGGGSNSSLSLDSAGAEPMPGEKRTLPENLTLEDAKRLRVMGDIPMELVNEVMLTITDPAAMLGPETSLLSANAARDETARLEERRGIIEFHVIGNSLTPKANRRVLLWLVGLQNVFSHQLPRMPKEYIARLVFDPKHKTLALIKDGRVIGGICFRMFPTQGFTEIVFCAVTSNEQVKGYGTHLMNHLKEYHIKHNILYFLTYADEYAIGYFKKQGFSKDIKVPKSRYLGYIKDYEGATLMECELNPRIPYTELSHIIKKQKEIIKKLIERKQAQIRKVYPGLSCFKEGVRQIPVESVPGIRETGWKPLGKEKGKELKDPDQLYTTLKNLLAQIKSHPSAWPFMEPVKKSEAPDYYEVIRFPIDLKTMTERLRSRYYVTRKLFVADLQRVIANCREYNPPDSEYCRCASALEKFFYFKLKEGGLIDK
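GCN5L2 (20nM final) in 50mM HEPES, 0.1mM EDTA pH 7.5, 0.01% Tween-20 was preincubated 15 min at room temperature with compound, then given ThioGlo1 (50uM), H3(1-25) peptide (75uM) and acetyl-CoA (70uM); CoA-thiol fluorescence (Ex340/Em540) was read at 0 and 20 min.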
* hit, by the source's call; ? = inconclusive; / = no result given; & = joins results of further samples; [ ] = another dose, or the depositor's remark. The call rests on the fitted dose curve; in most records, active means well fitted curve in the direction sought with a large enough effect; inconclusive means small, poorly fitted or top-dose-only effect, or another doubt; inactive means no such curve, though single readings can be large; an effect the other way counts as inactive or inconclusive. On the % scale 0 is the no-effect control and ±100 the full control effect; potency means the concentration at half of the fitted maximal effect. This is a random part of the collection; overall some 18% were active at least once.

Start of the data: the first 2 records as a preview:
SMILES	DT40 TDP1 CPT	TDP1 cell noCPT	KAT2A inh
O=C(CCCl)Nc1ccc(S(=O)(=O)NCc2ccco2)cc1	-6%	-5%	-9%
CSc1ccc(/C=N\NC(=O)CC(=O)NC(C)C)cc1	-2%	-3%	-6%

The list itself, from the start:
SMILES	DT40 TDP1 CPT	TDP1 cell noCPT	KAT2A inh
O=C(CCCl)Nc1ccc(S(=O)(=O)NCc2ccco2)cc1	-6%	-5%	-9%
CSc1ccc(/C=N\NC(=O)CC(=O)NC(C)C)cc1	-2%	-3%	-6%
COn1c(SCC(=O)N(C)C)nc2ccccc2c1=O	3%	-1%	-4%
O=S(=O)(c1ccc2nc(Nc3ccccc3)ccc2c1)N1CCCCC1	?	16µM*	-2%
CCC(=O)c1ccc(OCC(=O)OCC(=O)N2CCc3ccccc32)cc1	14%	-1%	0%
Cc1ccc(NC(=O)Cc2c(C(=O)O)n(C)c3ccccc23)cc1F	3%	-25%	-6%
COc1ccc(C(=O)Nc2cnc3ccccn3c2=O)cc1	0%&3%	?	-4%&-5%
Cc1c(C(=O)N2CCCc3ccccc32)oc2ccccc12	-15%	?	-12%
CC1CCCCC1NS(=O)(=O)c1ccc2c(c1)CC(=O)N2C (configuration not stated)	6%	?	-10%
O=S(=O)(c1cnc(Cl)c(Cl)c1)N1CCc2ccccc21	?	16µM*	1%
CCOc1ccc(CNC(=O)c2ccc3nc(C(C)C)oc3c2)cc1	-4%	-15%	-11%
CCc1c(CN2CCN(c3cccc(C)c3)C(C)C2)csc1C (configuration not stated)	?	-24%	-3%
O=C(COC(=O)c1ccccc1F)Nc1ccc(S(=O)(=O)N2CCOCC2)cc1	-22%	-19%	0%
CCOC(=O)c1c(O)c2ccccc2n(C)c1=O	4%	-6%	41%[activator]
COc1ccc(C(=O)NCC(C)NC(=O)c2ccc(OC)cc2)cc1 (configuration not stated)	-21%	?	/
O=C1NC2(CCCCO2)CO1 (configuration not stated)	-22%	3%	-3%
CCOC(=O)C1(C)CCCN1C(=O)c1cccs1 (configuration not stated)	-28%	-11%	/
CC(C)NC(=O)C1(C)CSCC(=O)N1Cc1cccc(C(F)(F)F)c1 (configuration not stated)	-3%	2%	/
CCCCC(=O)Nc1c(-c2ccc(OC)c(OC)c2)c(=O)c2ccccc2n1C	-10%	28%	5%
CC12CN3CC(C)(CN(C1)C3c1c[nH]c3ccccc13)C2=O (configuration not stated)	0%	8%	4%
O=C(CCN1CCOCC1)NNC(=O)Nc1cccc(Cl)c1	-18%	5%	-2%
CCN(CCNS(=O)(=O)c1ccc2c(c1)oc(=O)n2C)c1ccccc1	-26%	-28%	-18%
Clc1ccc(-c2ccc(C=Nc3ccc(N4CCOCC4)cc3)o2)cc1	?	-34%	-2%
NC(=O)CC(NC(=O)c1ccc(Br)cc1)c1ccc(NC2CCCCC2)c([N+](=O)[O-])c1 (configuration not stated)	15µM*	16µM*	-13%
Cc1occc1C(=O)NN1C(=O)C2C3CCC(O3)C2C1=O (configuration not stated)	1%	6%	-3%
(continued)
SMILES	DT40 TDP1 CPT	TDP1 cell noCPT	KAT2A inh
CCn1c(CC(=O)Nc2ccccc2C)nnc1SCC(=O)NC1=NCCS1	-5%	-27%	-1%
O=C(Nc1ccc(O)c(-c2nc3ccccc3s2)c1)c1cccs1	-6%	-21%	-4%
COc1cc(C(=O)NCc2cc(C)nc3ccccc23)cc(OC)c1OC	-28%	?	-8%
N#C/C(=C\c1cn[nH]c1-c1ccccc1)C(=O)NC1CCCCCC1	-23%	-17%	-21%
CC(=O)c1sc2nc(-c3ccc(C)cc3)c3c(c2c1N)CCCC3	?	?	?
CC(=O)Nc1ccc(S(=O)(=O)N2CCN=C2SCc2cccc(C)c2)cc1	?	?	-3%
CCCC(=O)Nc1ccc(S(=O)(=O)N2CCc3ccccc32)cc1	?	?	/
O=C1/C(=C/c2cccc(Br)c2)SC(=S)N1/N=C/c1cc([N+](=O)[O-])ccc1O	23µM*	?	23%
COc1ccc(NC(=O)C(C)N2C(=O)c3ccccc3C2=O)cc1S(=O)(=O)N1CCOCC1 (configuration not stated)	27%	3%	0%
CNC(=O)C1CCC(Cn2c(=O)c3sccc3n(Cc3cc(C)ccc3C)c2=O)CC1 (configuration not stated)	?	?	-3%
O=C(c1c(F)cccc1F)N(Cc1ccccn1)C1CC1	-26%	?	-11%
Cc1cc(N(C)C)cc(C)[n+]1[O-]	-5%	-3%	2%
O=C(COC(=O)/C=C/c1cccc(Br)c1)Nc1ccc(Cl)cn1	-7%	-17%	/
COc1ccc(/C=N\NC(=O)c2ccccc2Br)cc1COc1c(F)c(F)cc(F)c1F	?	16µM*	?
Cc1nnc(NC(=O)CSc2ccc([N+](=O)[O-])cn2)s1	4%	4%	-7%
CC(CCc1ccccc1)NC(=O)Cn1ncc2c3ccccc3n(Cc3ccc(F)cc3)c2c1=O (configuration not stated)	?	?	-1%
COc1cccc(CCc2nnc(N)s2)c1	11%	7%	-2%
Oc1ccc(-c2nc3ccccc3s2)c(O)c1	4%	-3%	-18%
COc1ccc(S(=O)(=O)N2CCOCC2)cc1N=Nc1sc(N)nc1-c1ccccc1	-30%	2.3µM*	-4%
CC(NC(=O)c1ccco1)C(=O)OCc1cccc(Cl)c1 (configuration not stated)	?	-7%	0%
Cc1ccc(NC2=NC(c3ccc(F)cc3)n3c(nc(C)cc3=O)N2)c(C)c1 (configuration not stated)	2%	-5%	-4%
COC(=O)c1c(NC(=O)CSc2nnnn2-c2ccc3c(c2)OCO3)sc(C)c1C	?	?	-2%
CCc1ccc2oc(C(=O)NCC(c3ccc(OC)cc3)N3CCCCC3)c(C)c2c1 (configuration not stated)	23µM*	16µM*	-10%&-8%
COc1ccc(-c2nc(CCNC(=O)c3ccccc3)cs2)cc1OC	23µM*	23µM*	8%
CNC(=O)c1cc(S(=O)(=O)N(C)C)ccc1Cl	-26%	-5%	1%

7 entries already listed, arranged by number of heavy atoms, smallest number first.
SMILES	DT40 TDP1 CPT	TDP1 cell noCPT	KAT2A inh
Cc1cc(N(C)C)cc(C)[n+]1[O-]	-5%	-3%	2%
COc1cccc(CCc2nnc(N)s2)c1	11%	7%	-2%
Oc1ccc(-c2nc3ccccc3s2)c(O)c1	4%	-3%	-18%
N#C/C(=C\c1cn[nH]c1-c1ccccc1)C(=O)NC1CCCCCC1	-23%	-17%	-21%
COc1cc(C(=O)NCc2cc(C)nc3ccccc23)cc(OC)c1OC	-28%	?	-8%
COc1ccc(/C=N\NC(=O)c2ccccc2Br)cc1COc1c(F)c(F)cc(F)c1F	?	16µM*	?
CC(CCc1ccccc1)NC(=O)Cn1ncc2c3ccccc3n(Cc3ccc(F)cc3)c2c1=O (configuration not stated)	?	?	-1%

Remaining list, next part:
SMILES	DT40 TDP1 CPT	TDP1 cell noCPT	KAT2A inh
Fc1ccc(-c2nc3ccc(Br)cn3c2Cc2ccsc2)cc1	?	?	/
CC1CCCN(CCCNC(=O)Cn2ncc3c([nH]c4ccccc43)c2=O)C1 (configuration not stated)	12%	-21%	-10%
Cc1ccc2c(c1)N1C(=O)c3ccccc3C1C1=C(CC(C)(C)CC1=O)N2 (configuration not stated)	-3%	-12%	-6%
CC(=O)C[C@H](O)CC(=O)[C@@H]1OC(=O)[C@@H](C)C/C=C\Cc2ccccc21	1%	-11%	-1%
O=C(Nc1cccc2cccnc12)c1ccc(Br)cc1Br	4%	-4%	3%
Cc1ccc(Cn2c(C(=O)Nc3cccc(Cl)c3)cc3sccc32)cc1	18µM*	?	-7%
CN1CCN(S(=O)(=O)c2ccc(NC(=O)c3ccccc3Cl)cc2)CC1	12%	-1%	-12%
COc1ccc(C(=O)N2CCNC(=O)C2CC(=O)Nc2ccc(C)cc2)cc1 (configuration not stated)	7%	-2%	1%
O=C(O)C1CCCCC1C(=O)NCCc1c[nH]c2ccccc12 (configuration not stated)	-13%	-14%	-20%
CC(C)CCOc1cccc(OCC(=O)N(C)C2CCS(=O)(=O)C2)c1 (configuration not stated)	-1%	-13%	-2%
C(=N\N=C\c1ccncc1)/c1ccncc1	-21%	-25%	0%
COc1ccc(C(=O)NNC(=O)CNC(=O)C2CCCCC2)cc1	-2%	-12%	0%
CCCNC(=O)c1cc(S(=O)(=O)N2CCCCC2)c[nH]1	1%	-13%	-2%
NC(CO)c1cn([C@@H](CCC(=O)O)C(=O)N2CCNCC2)nn1 (some centres not stated)	-1%	1%	1%
COc1cccc(/C=N/Nc2ccc(Cl)nn2)c1	-2%	?	-7%
COCCCN(CC(=O)Nc1ccc(F)cc1)S(=O)(=O)c1cccs1	4%	-21%	-1%
CC(=O)c1ccc(NC(=O)Cn2c3ccccc3c3nc(=O)cc(C)n32)cc1	-8%	8%	-2%
COc1ccc(-n2c(C)nc3cc(C(=O)O)ccc32)cc1	-14%	8%	0%
CCCCn1c(N)c(N(CCOC)C(=O)CSc2nnc(C)n2-c2ccc(OC)cc2)c(=O)[nH]c1=O	-12%	-1%	1%
COc1cc(/C=C2/SC(=O)N(Cc3ccccc3Cl)C2=O)ccc1OCc1ccncc1	18µM*	?	-3%
CCOC(=O)c1ccccc1NC(=O)c1ccc2nccnc2c1	?	?	5%
CC1(C)C(c2ccccn2)=[N+]([O-])C(C)(C)N1O	-9%	-27%	-2%
C=CCN1C(c2cccc(C(F)(F)F)c2)=CS/C1=C(/C#N)c1nnc(N2CCOCC2)n1-c1ccccc1	12µM*	12µM*	-5%
Cc1ccc(N(CC(=O)NCCSc2ccccc2)S(=O)(=O)c2ccc(F)cc2)cc1	?	9.2µM*	-9%
CCn1c2ccccc2c2cc(/C=N/NC(=O)c3ccccc3)ccc21	15µM*	16µM*	-19%
CN(C)C(=O)c1cnc(-c2ccccc2)nc1-c1ccccc1	-12%	-28%	-3%
COc1ccc(C(=O)N2CCN(CCc3ccccc3)CC2)cc1[N+](=O)[O-]	?	-20%	-18%
Cc1cccc2sc(NNC(=O)c3ccc(S(=O)(=O)N4CCCC(C)C4)cc3)nc12 (configuration not stated)	4.1µM*	3.7µM*	-14%

Part of the list above in a different format:
Each structure is followed by: DT40 TDP1 CPT	TDP1 cell noCPT	KAT2A inh
- Cc1occc1C(=O)NN1C(=O)C2C3CCC(O3)C2C1=O (configuration not stated)
  1%	6%	-3%
- CCn1c(CC(=O)Nc2ccccc2C)nnc1SCC(=O)NC1=NCCS1
  -5%	-27%	-1%
- O=C(Nc1ccc(O)c(-c2nc3ccccc3s2)c1)c1cccs1
  -6%	-21%	-4%
- COc1cc(C(=O)NCc2cc(C)nc3ccccc23)cc(OC)c1OC
  -28%	?	-8%
- N#C/C(=C\c1cn[nH]c1-c1ccccc1)C(=O)NC1CCCCCC1
  -23%	-17%	-21%
- CC(=O)c1sc2nc(-c3ccc(C)cc3)c3c(c2c1N)CCCC3
  ?	?	?
- CC(=O)Nc1ccc(S(=O)(=O)N2CCN=C2SCc2cccc(C)c2)cc1
  ?	?	-3%
